Compound activity (PubChem)
SENP6 inh: SENP6 protease inhibitors, primary screen, biochemical, luminescence, uHTS | Recombinant SENP6 catalytic domain, aminoluciferin luminescence | inhibition, % at 10 µM | actives 1.8% (n = 330,000);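 active = inhibition above about 50% at the single tested dose, limit read from the data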;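 also: plate controls were DMSO wells with enzyme for no effect and DMSO wells lacking enzyme for full effect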
Target sequence (Q9GZR1 628-1112 limits assumed): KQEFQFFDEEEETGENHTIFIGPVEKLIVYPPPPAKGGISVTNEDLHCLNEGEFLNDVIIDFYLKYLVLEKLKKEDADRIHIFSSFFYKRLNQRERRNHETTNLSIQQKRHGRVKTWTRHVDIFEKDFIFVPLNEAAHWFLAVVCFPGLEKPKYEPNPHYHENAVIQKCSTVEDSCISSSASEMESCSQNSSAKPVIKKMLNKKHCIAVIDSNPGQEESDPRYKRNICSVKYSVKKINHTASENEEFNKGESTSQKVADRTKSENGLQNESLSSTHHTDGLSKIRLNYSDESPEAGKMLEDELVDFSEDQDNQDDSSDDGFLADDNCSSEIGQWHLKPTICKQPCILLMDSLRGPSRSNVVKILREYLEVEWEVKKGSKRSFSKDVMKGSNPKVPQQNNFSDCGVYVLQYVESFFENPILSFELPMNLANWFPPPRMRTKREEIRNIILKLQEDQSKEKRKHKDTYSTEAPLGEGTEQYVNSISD
SENP1 inh: human SENP1 catalytic domain inhibitors, primary screen, biochemical, FRET, uHTS; Sentrin-specific protease 1 (Homo sapiens), Q9P0U3; recombinant SENP1 catalytic domain, CyPet-SUMO1-YPet FRET cleavage; inhibition, % at 10 µM; actives 0.21% (n = 360,000); AID 624204, 2012;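 active = inhibition at least 30% at 10 µM, raw YFP signal under a set limit, fluorescence ratio 0.5 to 1.5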;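 also: 0% = enzyme with DMSO and 100% = no enzyme wells; some results filed as inactive read as strong as hits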
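Assay system: hSENP1 catalytic domain, recombinant. Amount: SENP1 enzyme, 20 pM final. Schedule: 50 min reaction, RT, dark. Technique: FRET, CFP and YFP emission. Control set: no-enzyme wells low, DMSO-plus-enzyme wells high control.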
ATG4B inh: ATG4B protease inhibitors, primary screen, biochemical, fluorescence, uHTS; Cysteine protease ATG4B (Homo sapiens), Q9Y4P1; actives 0.51% (n = 340,000); inhibition, % at 8.33 µM; ATG4B cleavage of LC3-PLA2, NBD-HPC fluorescence, 1 h; in the data active = inhibition above about 40%
Target sequence (Q9Y4P1 whole entry, looked up): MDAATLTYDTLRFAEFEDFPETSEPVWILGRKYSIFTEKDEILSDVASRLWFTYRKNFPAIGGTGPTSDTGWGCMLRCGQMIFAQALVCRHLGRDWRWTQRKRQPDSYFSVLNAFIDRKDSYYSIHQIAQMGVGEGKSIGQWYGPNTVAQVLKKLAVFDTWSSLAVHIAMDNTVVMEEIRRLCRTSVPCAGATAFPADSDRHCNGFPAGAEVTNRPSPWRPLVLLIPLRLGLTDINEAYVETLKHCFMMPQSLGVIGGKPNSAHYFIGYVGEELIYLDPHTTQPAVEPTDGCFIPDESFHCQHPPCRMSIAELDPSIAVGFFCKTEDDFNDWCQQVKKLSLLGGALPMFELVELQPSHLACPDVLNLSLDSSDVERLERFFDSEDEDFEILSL
NR3A LBD binder: binders of NR3A ligand-binding domain, primary screen, biophysical, differential scanning fluorimetry, uHTS; Glutamate receptor ionotropic, NMDA 3A (GRIN3A) ligand-binding domain; NR3A LBD differential scanning fluorimetry, Tm shift; 0% = protein alone, 100% = glycine-bound protein; Tm shift relative to glycine control, % at 25 µM; actives 2.5% (n = 340,000); AID 1259313, 2017;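 active = melting temperature shift of at least 10% of the positive control shift, at one fixed dose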
MPTP inh: mitochondrial permeability transition pore inhibitors, primary screen, biochemical, isolated mouse mitochondria, absorbance; Ca2+ swelling absorbance, 30 min; inhibition, % at 10 µM; actives 1.4% (n = 360,000);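 active = inhibition of 50% or more, scaled per plate between neutral and stimulator controls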;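 also: 0% = DMSO wells given calcium and 100% = 1 mM EGTA wells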
hIAP activ: human IAP activators, primary screen, biochemical, luminescence, uHTS | Intestinal-type alkaline phosphatase (Homo sapiens), P09923 | purified human IAP, CDP-Star luminescence, 30 min; stronger effect = higher value; 1 = vehicle-only enzyme, 0 = enzyme-free background | activation factor at 10 µM | actives 0.16% (n = 330,000);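 active = activation factor of the enzyme at least 2-fold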; also: the source names both 10 and 20 µM as test concentration; values of inactives mirror those of a sister screen read the other way
PfG6PD inh: PfG6PD enzyme inhibitors, primary screen, biochemical, fluorescence intensity, uHTS. glucose-6-phosphate dehydrogenase-6-phosphogluconolactonase (Plasmodium falciparum 3D7). PfGluPho enzyme, NADPH resazurin-diaphorase fluorescence. inhibition, % at 20 µM. actives 0.78% (n = 350,000). AID 504690, 2011;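 active = inhibition reaching at least a set limit at 20 µM in the primary screen, cut at about 59% in these data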;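 also: 0% = DMSO wells with substrate and 100% = DMSO wells lacking glucose-6-phosphate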
SENP8 block: human SENP8 protease inhibitors, primary screen, biochemical, fluorescence, Nedd8 protein substrate, uHTS | Sentrin-specific protease 8 (Homo sapiens), Q96LD8 | recombinant SENP8 | inhibition, % at 20 µM | actives 0.64% (n = 360,000) | AID 602440, 2012; in the data active = inhibition mostly above about 40%, no sharp cut-off; inactive = mostly below about 27%
Target sequence (Q96LD8 whole entry, looked up): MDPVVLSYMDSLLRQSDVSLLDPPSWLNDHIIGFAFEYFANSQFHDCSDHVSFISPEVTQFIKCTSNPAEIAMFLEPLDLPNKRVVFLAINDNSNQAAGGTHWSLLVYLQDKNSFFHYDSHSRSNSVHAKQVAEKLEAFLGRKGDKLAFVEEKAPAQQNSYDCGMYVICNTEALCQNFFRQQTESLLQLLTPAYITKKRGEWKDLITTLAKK
The depositor's hits bear a star; . = no result given.

SMILES | SENP6 inh | SENP1 inh | ATG4B inh | NR3A LBD binder | MPTP inh | hIAP activ | PfG6PD inh | SENP8 block
Cc1cc(C)c(S(=O)(=O)Nc2cc(C)on2)c(C)c1 | -4 | 0 | -2 | -1 | -0.7 | 0.75 | -4 | -2
O=C(Cn1nc2ccccc2n1)N/N=C/c1cc(Cl)cc([N+](=O)[O-])c1O | . | 0 | 13 | 0 | -2.2 | . | -2 | 33
CCCSc1nnc(N2C(=O)CC(c3ccsc3)C3=C2CCCC3=O)s1 (configuration not stated) | -3 | 1 | -3 | -2 | -0.8 | 1.1 | -6 | 8
O=C(COC(=O)/C=C/c1ccc(F)cc1)NCc1cccs1 | 7 | 4 | -5 | 2 | -0.4 | 0.98 | 5 | 4
Cc1cc(C)nc(SCC(=O)Nc2ccc(S(=O)(=O)NC(C)(C)C)cc2)n1 | -9 | 3 | 0 | -1 | 36 | 1 | 0 | 16
C=CCNc1nc(SCC=C)nc2ccsc12 | -1 | -8 | 5 | 3 | -2.3 | 1.2 | 7 | -18
Cc1cccn2c(=O)c3cc(C(=O)NCC4CCCO4)c(=N)n(CCc4ccccc4)c3nc12 (configuration not stated) | -36 | -21 | 6 | -1 | -1.2 | 0.96 | -19 | -295
Cc1csc(Sc2ccc(C(=O)OCC(=O)Nc3ccc(OC(F)(F)F)cc3)cc2[N+](=O)[O-])n1 | 0 | 0 | -1 | -1 | 7.8 | 0.96 | 5 | 13
CNc1nc(N(C)C)nc(N(C)C)n1 | 4 | 2 | 2 | -1 | 0.5 | 1.1 | 1 | -3
Cc1ccc(S(=O)(=O)NCCSc2nncn2C)cc1 | -18 | 1 | 7 | -1 | -1.4 | 0.89 | -8 | 10
O=C(c1ccccc1)N1CCN(CC(O)COc2cccc3ccccc23)CC1 (configuration not stated) | 0 | 2 | -6 | 2 | 1.5 | 1.2 | 6 | 8
CC12CCC(C(=O)N3CCN(c4ncccn4)CC3)(c3nc4ccccc4nc31)C2(C)C (configuration not stated) | 1 | 3 | -5 | -1 | -2.4 | 0.74 | -3 | 4
CCCCCN(C(=O)CCC(=O)OCC(=O)c1ccc(C(C)CC)cc1)c1c(N)n(CCCC)c(=O)[nH]c1=O (configuration not stated) | -3 | 2 | -1 | -5 | -3.7 | 1 | 1 | 12
COc1ccccc1CC(=O)NC(=O)c1ccccc1O | -35 | -5 | -6 | 0 | 0.5 | 1.2 | 6 | -272
COCC1CCCN(Cc2cn(-c3ccccc3)nc2-c2ccc3c(c2)OCO3)C1 (configuration not stated) | -18 | 1 | 1 | -1 | -0.3 | 1.2 | -6 | 20
O=C(CSc1ccc2nc(-c3ccccc3)cn2n1)NCC1CCCO1 (configuration not stated) | -7 | -2 | -10 | -2 | -0.3 | 0.93 | 14 | -398
N#CC(C#N)=Cc1cc2ccccc2nc1N1CCOCC1 | -34 | -1 | 0 | 0 | 0.1 | 0.93 | 37 | -95
O=C(Nc1cccnc1)c1cccnc1 | -9 | 2 | 4 | 0 | -1.3 | 0.98 | -17 | 11
CC(=O)c1cccc(NC(=O)CN(C)S(=O)(=O)c2ccccc2)c1 | -11 | 1 | -10 | 5 | -0.8 | 0.95 | -6 | 6
Cc1ccc(C(=O)Nc2ccon2)cc1S(=O)(=O)N1CCOCC1 | 3 | 2 | 5 | -1 | -1.9 | 1 | -9 | 9
CC(=O)c1ccc(N2CCN(c3ccc(C(N)=O)cc3[N+](=O)[O-])CC2)cc1 | 5 | 2 | 10 | -3 | 2.7 | 0.85 | 8 | 22
CCOc1ccc(Cl)cc1CNc1nnnn1C | 2 | 1 | -9 | 0 | -1.3 | 1 | 1 | 18
O=C(NCc1ccccc1Cl)c1cnn2cccnc12 | -3 | -8 | -4 | -1 | -4.8 | 0.79 | -2 | -380
CCCc1nnc(NC(=O)CCC(=O)N2CCC(C)CC2)s1 | 13 | 1 | 2 | 2 | 0.2 | 0.88 | -12 | 5
COc1ccccc1NC(=O)C[n+]1ccccc1 | 1 | 2 | -2 | 0 | 0.9 | 0.88 | -7 | 15
CCOC(=O)c1nnn(-c2nonc2N)c1CNc1ccc(C)c(Br)c1 | -6 | 1 | -2 | 1 | 3.8 | 1.1 | 15 | 24
COc1cc2nc(CN3CCN(S(=O)(=O)c4ccc(Br)cc4)CC3)[nH]c(=O)c2cc1OC | 4 | -3 | -27 | 0 | 1.7 | 1.1 | 12 | -27
CC(C)(C)OC(=O)N1CCC(C(=O)Nc2cccc(C(=O)N3CCCCC3)c2)CC1 | . | -1 | 0 | -1 | 1.1 | . | 4 | -2
Cc1cc(-c2ccc(C)c(S(=O)(=O)NCCCN(Cc3ccccc3)C(C)C)c2)on1 | 2 | 0 | -4 | -2 | -0.4 | 0.92 | 1 | 6
CCCCCCSc1ccc([C@@H]2[C@H]3C(=O)N(C)C(=O)[C@H]3[C@]3(C(=O)OC)CCCCN23)cc1OC | -7 | -7 | -12 | -1 | 1.6 | 0.93 | 34 | -12
Cn1cccc1C(=O)OCC(=O)NCCc1ccccc1 | 2 | -1 | -2 | 0 | 0.1 | 0.92 | -7 | 9
Cc1cccc(NCc2ccc(Br)cc2)n1 | 35 | 1 | 11 | -4 | -1.5 | 0.95 | -2 | 1
O=C(CSc1nnc(NC(=O)c2ccco2)s1)Nc1ccccc1 | -17 | 1 | -2 | 3 | 1.4 | 0.93 | -35 | -49
C[C@@H]1CN([C@@H](C)CO)C(=O)c2cc(Br)cnc2O[C@H]1CN(C)S(=O)(=O)c1cccs1 | . | 1 | . | . | 0.2 | . | -4 | 15
CC(=O)Nc1ccc(-c2csc(NC(=O)C3CC(=O)N(c4ccc5c(c4)OCCO5)C3)n2)cc1 (configuration not stated) | -13 | -3 | -11 | 0 | 1.2 | 1.1 | 8 | -54
COc1cccc(C2c3c(oc4ccc(Cl)cc4c3=O)C(=O)N2c2cc(C)on2)c1OC (configuration not stated) | -20 | -3 | -17 | 11* | -0.5 | 0.91 | 4 | 25
CCc1[nH]nc2c1C(c1ccncc1)C(C#N)=C(N)O2 (configuration not stated) | -8 | 0 | 18 | 2 | -1.1 | 1.2 | 4 | 18
OCCCc1nc2n(n1)C(c1ccccc1)C=C(c1ccccc1)N2 (configuration not stated) | -6 | -33 | -3 | -3 | -1.1 | 1.1 | -5 | -423
Cc1ccc(CCN2CC(C(=O)NCc3cccnc3)CC2=O)cc1 (configuration not stated) | -10 | 2 | -6 | -1 | -0.1 | 0.98 | -2 | 4
O=C(CCCSc1nnc(SCCCC(=O)c2ccc(F)cc2)s1)c1ccc(F)cc1 | 5 | 1 | 0 | 0 | 0.9 | 1 | 3 | 10
CC1=NC(C#N)=C(C#N)NC(C)(C)C1 | 3 | 2 | -7 | -4 | -1.5 | 0.97 | 0 | -3
COc1cccc(NC(=S)N(Cc2ccc(C)cc2)Cc2ccccn2)c1 | -11 | 0 | -1 | -8 | -0.1 | 1.3 | 3 | 10
CN=C1N(C)C[C@@H]2[C@@H]3C(=O)N(C)C(=O)[C@@H]3[C@](Cc3ccccc3)(C(=O)OC)N12 | . | 2 | 1 | -2 | -2.8 | . | -13 | 2
Cc1cccc(OCc2n[nH]c(=S)n2-c2ccccc2)c1 | -2 | 3 | -2 | -2 | 2.1 | 0.97 | 46 | 1
CC(=O)NCC(=O)OCC(=O)c1ccc(Cl)cc1 | 1 | 0 | 9 | -2 | -1.4 | 1.1 | -4 | 11
CC(=O)NC(C)Cc1cn(Cc2ccccc2)c2ccccc12 (configuration not stated) | -32 | 0 | -7 | -5 | 0.2 | 1 | -3 | 19
CC(C)(C)NC(=O)COc1ccc(CNCCc2ccccc2)cc1 | 3 | -1 | 4 | 0 | 1.7 | 1.1 | -19 | 11
CCOc1ccc(OCC)c(NC(=O)C2CCN(S(=O)(=O)c3cccc4nonc34)CC2)c1 | 6 | 2 | -14 | 1 | -2.0 | 1.2 | -8 | 12
CCCCn1c(N)c(N(CCC(C)C)C(=O)C2CC(=O)N(c3ccc4c(c3)OCCO4)C2)c(=O)[nH]c1=O (configuration not stated) | -17 | -6 | -3 | -7 | 0.6 | 1.1 | -11 | -9
CCCC(=O)NCc1ccccc1Cl | -6 | 3 | 1 | 0 | 0.5 | 0.91 | -14 | 10
Cc1ccc(C)c(S(=O)(=O)N2CCCOC2CNC(=O)C(=O)NCCCn2ccnc2)c1 (configuration not stated) | -30 | 1 | -4 | 0 | -1.1 | 1 | -9 | 14
O=C(O)CC1(CC(=O)N2CCN(CCO)CC2)CCCC1 | -2 | 2 | -10 | 1 | 0.1 | 0.93 | -13 | 12
Cc1ccc(/C=c2\sc3n(c2=O)CN(c2cccc(Br)c2)CN=3)o1 | -5 | 2 | -3 | -1 | -0.9 | 1.1 | 30 | -24
CCN(C(=O)COC(=O)c1cn(-c2ccccc2)nc1-c1ccccc1)C1CCS(=O)(=O)C1 (configuration not stated) | 15 | 4 | -20 | 3 | -0.1 | 1.1 | 2 | 13
Oc1ccccc1N1CCN(c2ncnc3sc(-c4ccccc4)cc23)CC1 | -24 | -10 | -5 | -2 | 6.0 | 0.9 | 20 | -85
COCCCNC(=O)/C=C1\Sc2ccccc2N(Cc2ccccc2F)C1=O | -11 | -20 | -6 | -3 | 0.9 | 0.94 | -9 | -238
CCn1c(SCC(=O)N/N=C/C=C/c2ccccc2[N+](=O)[O-])nnc1-c1ccccc1 | -5 | 0 | 1 | -3 | 1.7 | 0.98 | 7 | 11
Cc1cc(C)c(C)c(C(=O)C2OC(=O)C(C)(C)C(=O)C2(C)C)c1C (configuration not stated) | -10 | 1 | -8 | -3 | 0.6 | 0.95 | -2 | 13
CN1CCN(C(=S)Nc2cccc(S(=O)(=O)N(C)C)c2)CC1 | -24 | 6 | 1 | 2 | -0.3 | 1 | 17 | 5
O=C(COc1ccc(F)cc1Cl)Nc1ccccc1C(=O)N1CCCCC1 | -8 | 0 | 3 | -1 | 0.4 | 1 | -7 | 0
Cc1cccc(-n2c(=O)c3c(C)c(C)sc3n(CC(N)=O)c2=O)c1 | 5 | 2 | 2 | -2 | 1.5 | 0.93 | -4 | 26
Nc1nonc1-n1nnc(C(=O)N/N=C/c2ccc(OCc3ccccc3F)cc2)c1CNc1ccccc1 | 9 | -4 | 3 | 34* | -1.5 | 0.79 | 3 | 13
COc1ccc(OC)c(C(c2nnnn2Cc2ccccc2)N2CCN(C)CC2)c1 (configuration not stated) | -1 | 1 | -4 | 0 | 0.5 | 1.1 | 15 | 12

Shown as a hit in NR3A LBD binder, of those listed so far:
| Structure | SENP6 inh | SENP1 inh | ATG4B inh | NR3A LBD binder | MPTP inh | hIAP activ | PfG6PD inh |
| --- | --- | --- | --- | --- | --- | --- | --- |
| COc1cccc(C2c3c(oc4ccc(Cl)cc4c3=O)C(=O)N2c2cc(C)on2)c1OC (configuration not stated) | -20 | -3 | -17 | 11* | -0.5 | 0.91 | 4 |
| Nc1nonc1-n1nnc(C(=O)N/N=C/c2ccc(OCc3ccccc3F)cc2)c1CNc1ccccc1 | 9 | -4 | 3 | 34* | -1.5 | 0.79 | 3 |

Some of these compounds in order of the NR3A LBD binder value, largest number first.
structure	SENP6 inh	SENP1 inh	ATG4B inh	NR3A LBD binder	MPTP inh	hIAP activ	PfG6PD inh
CCN(C(=O)COC(=O)c1cn(-c2ccccc2)nc1-c1ccccc1)C1CCS(=O)(=O)C1 (configuration not stated)	15	4	-20	3	-0.1	1.1	2
O=C(O)CC1(CC(=O)N2CCN(CCO)CC2)CCCC1	-2	2	-10	1	0.1	0.93	-13
Cc1ccc(C)c(S(=O)(=O)N2CCCOC2CNC(=O)C(=O)NCCCn2ccnc2)c1 (configuration not stated)	-30	1	-4	0	-1.1	1	-9
